# PNC assembly inh: inhibitors of perinucleolar compartment assembly | actives 3.1% (n = 140,000) | PC3M PTB-GFP, PNC prevalence imaging, 16 h; stronger effect = lower value | activity change (PNC), negative = inhibition, % at 10 µM | AID 2417;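 active means readout at or below -70, meaning at least 70% loss of cells showing the perinucleolar compartment, a nuclear body marking cancer cells; inconclusive means readout between -30 and a set limit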;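 further: plate controls were DMSO wells for no effect and camptothecin positive control wells for full effect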
#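 PC3M cells stably expressing PTB-GFP, 750–1000 cells/well, treated 16 h at 37 °C with compound (23 nl of library stock), in duplicate. After paraformaldehyde fixation and Hoechst stain, imaged at 20x; PNC prevalence scored by image analysis.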
# 15-hLO-2 inh: 15-hLO-2 (ALOX15B) enzyme inhibition; actives 0.56% (n = 110,000); O15296; purified 15hLO-2, xylenol orange hydroperoxide absorbance; Potency, µM (highest dose often 57.1 µM), for the others: at the highest dose activity change, negative = inhibition, usual class: inhibitors; further: potency means the concentration at half of the fitted maximal effect; nearly all actives have a fitted effect of over 60% in size; many of its hits are not listed in these tables
#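 Purified human 15hLO-2 (50 nM final) preincubated with compounds 15 min at room temperature in 25 mM Hepes pH 7.5, 0.01% Triton X-100, then 45 uM arachidonic acid added for 90 min; hydroperoxide detected via ferrous/xylenol orange, 573/405 nm absorbance ratio.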
# IMPase inh: IMPase inhibition in cells. inhibition (IP1 accumulation), % at 46.1 µM. CHO-M1 cells, IP1 accumulation, HTRF TR-FRET ratio. 120,000 tested, under 10 active. AID 901; active means well fitted curve in the direction sought with a large enough effect in the signal ratio, not every such curve was filed as active; inconclusive means small, poorly fitted or top-dose-only effect, or a change in a side signal; inactive means no such curve, though single readings can be large or run the other way; the % refers to the signal ratio;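 further: cells stimulated with carbachol in lithium chloride buffer; plate controls were DMSO basal wells for no effect and reference inhibitor wells for full effect; higher means more IMPase inhibition seen as more IP1 and lower FRET ratio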
# Target sequence (P97697 whole entry, looked up): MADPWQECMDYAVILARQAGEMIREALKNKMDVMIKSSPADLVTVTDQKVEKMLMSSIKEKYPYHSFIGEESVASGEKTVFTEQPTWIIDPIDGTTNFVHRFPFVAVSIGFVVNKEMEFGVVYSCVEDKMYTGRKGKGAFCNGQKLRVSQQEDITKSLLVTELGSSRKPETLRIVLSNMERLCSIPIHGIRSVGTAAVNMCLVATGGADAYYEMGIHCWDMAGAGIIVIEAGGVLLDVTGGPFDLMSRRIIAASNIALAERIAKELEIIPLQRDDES
#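 Cellular IMPase inhibition is scored as a rise in cytosolic IP1, detected by competitive TR-FRET between d2-labelled IP1 and a europium anti-IP1 antibody. M1-expressing CHO cells were stimulated with carbachol for 30 min at 37C, with lithium (50 mM LiCl) present in the buffer.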
# 12-hLO inh: inhibitors of human 12-lipoxygenase (ALOX12); purified 12-hLO, xylenol orange hydroperoxide absorbance; Potency, µM (series often up to 57.1 µM), without a hit: top-dose activity change, negative = inhibition, usual class: inhibitors; actives 0.12% (n = 150,000); AID 1452; further: potency means the concentration at half of the fitted maximal effect; nearly all actives have a fitted effect of over 55% in size; many of its hits are not listed in these tables
# Target sequence (P18054 whole entry, looked up): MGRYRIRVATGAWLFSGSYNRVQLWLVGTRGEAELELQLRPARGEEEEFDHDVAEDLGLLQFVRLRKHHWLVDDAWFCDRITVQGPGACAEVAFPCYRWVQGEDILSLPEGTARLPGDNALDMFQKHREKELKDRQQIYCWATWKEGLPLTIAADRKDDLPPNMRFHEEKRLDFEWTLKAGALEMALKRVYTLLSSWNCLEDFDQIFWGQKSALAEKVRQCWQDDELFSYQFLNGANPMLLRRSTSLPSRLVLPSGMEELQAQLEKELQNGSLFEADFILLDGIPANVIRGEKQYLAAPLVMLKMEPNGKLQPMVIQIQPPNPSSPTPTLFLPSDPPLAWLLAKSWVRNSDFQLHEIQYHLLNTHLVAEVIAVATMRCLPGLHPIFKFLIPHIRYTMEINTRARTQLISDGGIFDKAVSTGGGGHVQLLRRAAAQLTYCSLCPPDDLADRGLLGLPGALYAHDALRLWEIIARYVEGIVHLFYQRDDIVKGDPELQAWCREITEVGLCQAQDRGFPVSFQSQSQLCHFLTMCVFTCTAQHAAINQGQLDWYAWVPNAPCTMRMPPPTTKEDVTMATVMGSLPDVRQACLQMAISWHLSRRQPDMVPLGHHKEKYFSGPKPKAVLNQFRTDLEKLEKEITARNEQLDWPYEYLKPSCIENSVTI
#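 Hydroperoxide formation by human 12-lipoxygenase from 40 uM arachidonic acid was followed colorimetrically via ferric-xylenol orange complex, using the 573/405 nm absorbance ratio. Enzyme concentration was 150 nM, with 30 min reaction at room temperature.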
# Numbers without * were called inactive; ? = inconclusive; . = no result given; & = joins results of further samples; [ ] = another dose, or the depositor's remark. Unless noted, the call rests on the fitted dose curve; in most records, active means well fitted curve in the direction sought with a large enough effect; inconclusive means small, poorly fitted or top-dose-only effect, or another doubt; inactive means no such curve, though single readings can be large; an effect the other way counts as inactive or inconclusive. Unless noted, on the % scale 0 is the no-effect control and ±100 the full control effect.
# Fields – PNC assembly inh	15-hLO-2 inh	IMPase inh	12-hLO inh
Cc1ccc(Cl)cc1N1CCN(C(=O)Cn2ccc3ccccc3c2=O)CC1
 : 23	-5%	3	-16%
c1ccc(-c2cc(-c3ccncc3)nc3ccc4ccccc4c23)cc1
 : 89	.	.	2%
CCOC(=O)c1c(N)sc2c1CCN(Cc1ccccc1)C2
 : .	62%[activator][0.0915 µM]	.	1%[0.00818 µM]
CC/C(=N\NC(=O)CSCc1ccc(Cl)cc1)c1ccc2c(c1)OCCO2
 : ?	8%	-6	-8%
CC1CN(c2ccc(S(=O)(=O)N3CCOCC3)cn2)CC(C)O1 (stereo unspecified)
 : 8	8%	0	-8%
COc1ccccc1N(CC(=O)NC(C)(C)C)C(=O)Cn1nnc(-c2ccc(C)o2)n1
 : 6	-21%	-4	1%
COc1c(N2CCN(C(=S)NCc3ccccc3)C(C)C2)c(F)cc2c(=O)c(C(=O)O)cn(C3CC3)c12 (stereo unspecified)
 : -6	-26%	0	-30%
NCCOc1cnn(-c2ccccc2Cl)c(=O)c1Cl
 : 48	.	.	0%
COc1ccccc1C1(CC(=O)N2CCOCC2)CCOC(C(C)C)C1 (stereo unspecified)
 : -8	0%	1	3%
Brc1cccc(Cn2c(-c3cncs3)nc3ccccc32)c1
 : 22	.	7	4%
Cc1ccc(S(=O)(=O)N2CCC(=O)N(CCOCc3ccccc3C)CC2)cc1
 : 14	.	.	1%
Cc1cc(C)n(-c2nc3c(c(=O)[nH]c(=O)n3C)n2CC(O)COc2ccccc2C)n1 (stereo unspecified)
 : 43	2%	-2	-5%
CCOC(=O)c1c(C)[nH]c(C(=O)COC(=O)CCC2CCCC2)c1C
 : 2	-8%	2	-2%
COc1ccc(S(=O)(=O)N2CCN(Cc3cccc(Cl)c3)CC2)cc1
 : 22	10%	-8	5%
Cc1nn(C)c(C)c1S(=O)(=O)NCc1cccs1
 : ?	3%	0	-5%
COc1ccc2cc3cc(C(=O)NCC4CCCO4)oc3nc2c1 (stereo unspecified)
 : -14	1%[2.29 µM]	-8	5%
COc1ccc(NC(=O)N2CC[C@@]3(CCCN(C(=O)c4ccc(OC)cc4)C3)C2)cc1
 : .	-1%	.	0%
O=S(=O)(Cc1cc(-c2ccc(Cl)cc2)no1)c1ccccc1
 : ?	-2%	-4	-5%
Cc1ccc(C)c(NC(=O)c2sc(Cl)nc2-c2ccccc2)c1
 : -2	-2%	6	-2%
COc1ccc(CC(=O)OCC(=O)N2N=C(c3ccccc3)CC2c2ccc(OC)cc2)cc1 (stereo unspecified)
 : -11	.	.	1%
CC(C)N=c1cc2n(-c3ccc(Cl)cc3)c3ccccc3nc-2cc1Nc1ccc(Cl)cc1
 : .	-3%[25.6 µM]	11[20.6 µM]	-3%[25.6 µM]
CC(C)(C)NC(=O)Nc1ccccc1C(N)=O
 : ?	1%	2	11%
CCOc1ccc(-n2c(COc3ccc(C)cc3)nnc2SCC(N)=O)cc1
 : -20	3%	0	-8%
CC1(C)NC(=O)N(CCCOc2ccccc2Br)C1=O
 : -14	-1%	-3	0%
O=c1c2c(nc3c(-c4cccc5ccccc45)c[nH]n13)CCC2
 : 33	-3%	-23	-4%
CC(=O)Nc1ccc(N2C(C(C)=O)=NN(c3ccccc3)C2c2cccs2)cc1 (stereo unspecified)
 : 34	16%	2	-4%
CCOC(=O)c1c(-c2ccc(C)s2)csc1NC(=O)c1cccs1
 : 15	0%	5	-4%
O=C(c1ccc(O)cc1)c1ccc(C(=O)O)c(C(=O)O)c1
 : ?	6%	-1	-4%
O=C(CN1CCC(O)CC1)N1c2ccccc2C=Cc2ccccc21
 : 17	-2%	8	10%
CCOCCCNc1nc2c(c(=O)n(C)c(=O)n2C)n1CCCc1ccccc1
 : 4	-4%	5	-6%
O=C(c1ccccc1)N(NC(=O)C(O)(c1ccccc1)c1ccccc1)c1cccc(F)c1
 : 31	.	3	3%
NS(=O)(=O)c1ccc(-n2ncc3c(=O)[nH]c(SCC(=O)Nc4nccs4)nc32)cc1
 : 48	.	.	0%
CN(C)CCn1c(=O)n(Cc2ccco2)c(=O)c2c3c(sc21)CCCCC3
 : 30	43%[activator]	10	1%
Cc1cccc(CNc2nc(-c3ccccc3CN(C)C)nc3ccccc23)c1
 : .	45%[activator]	.	5%
CCOC(=O)C(C)Sc1nnc(-c2c[nH]c3ccccc23)n1C (stereo unspecified)
 : -10	-4%	0	14%
CCOc1ccc(NC(=O)CSc2nnc(C)n2Cc2ccccc2)cc1
 : 170	.	?	2%
CC(=O)Nc1ccc(NC(=O)Cc2ccc(S(=O)(=O)N3CCCCC3)s2)cc1
 : -21	.	.	0%
CC(C)C(=O)Nc1cccc(C(=O)Nc2ccc3c(c2)OCO3)c1
 : 18	5%	4	-9%
C=CCNC(=O)/C(C#N)=C/c1ccccc1OCc1ccc(C(=O)OC)cc1
 : -28	.	8	0%
COc1cccc(NC(=O)Cn2c(SCC(=O)N3CCOCC3)nc3ccccc32)c1
 : -12	1%	7	1%
CCOC(=O)C(NC(=O)c1ccccc1)=C1C=C(C)OC(C)=C1
 : 5	1%	8	-8%
Cn1c(NCCCN2CCOCC2)nc2c1c(=O)n(Cc1ccc(Cl)cc1Cl)c(=O)n2C
 : 0	42%[activator]	-6	-4%
Cc1c(Cl)cnc(NC(=O)COC(=O)c2cccc(S(=O)(=O)N3CCc4ccccc4C3)c2)c1Cl
 : ?	.	.	-4%
CC(=O)N[C@@H](C(=O)O)C(C)(C)SN=O
 : .	-1%&-7%	4&2	-4%&-2%
COc1cc(S(=O)(=O)N2CCC(c3nc4ccccc4s3)CC2)ccc1S(=O)(=O)NC1CCCC1
 : -100*	.	3	-5%
CCOC(=O)C1(S(=O)(=O)c2ccc(Cl)cc2)CCN(Cc2ccccc2)CC1
 : 12	52%[activator]	2	6%
O=C(Nc1ccccc1)N1CCC2(CC1)CCN(C(=O)c1cnccn1)CC2
 : .	6%	.	3%
COc1ccc2c(c1)-c1c(sn(-c3ccc(OC)c(OC)c3)c1=S)C(C)(C)N2
 : 4	-24%	?	-1%
COc1ccc(C(NC(=O)c2ccccc2F)NC(=O)c2ccccc2F)cc1
 : 1	.	7	0%
Cc1cc(Cl)ccc1OCC(=O)NC(=S)Nc1ccccc1N1CCOCC1
 : -11	.	.	-1%
COc1ccc(NC(=O)CSc2nnc(Cn3c(=O)sc4ccccc43)n2C)cc1
 : -22	.	7	2%
Cn1c(/C(C#N)=C2/CCCCCN2)nc2ccccc21
 : -6	5%	12	-2%
C[N+](C)(CCCCCC[N+](C)(C)CCCN1C(=O)c2ccccc2C1=O)CCCN1C(=O)c2ccccc2C1=O
 : .	29%	10	-1%
COc1ccccc1/C=C/C=N/NC(=O)c1ccncc1
 : -18	.	.	0%
Cc1nn(-c2ccccc2)c2c1C(c1cccc([N+](=O)[O-])c1)N(c1ccccc1)C(=O)N2 (stereo unspecified)
 : -22	.	.	-3%
CCc1c(C)nc(N)n2c(SCC(=O)Nc3ccccc3OC)nnc12
 : 16	1%	4	3%
Cn1cccc1C(=O)OCc1cc(Cl)cc2c1OCOC2
 : -18	12%	3	-14%
O=C(c1cc(O)c(O)c([N+](=O)[O-])c1)c1ccccc1F
 : .	-27%	-5	-30%
CCCCn1c(-c2csc3ccccc23)n[nH]c1=S
 : 4	-16%	-1	-10%
Cc1noc(C)c1C(=O)NCc1ccco1
 : ?	2%	-2	2%

# Taken from above:
# IMPase inh with `C[N+](C)(CCCCCC[N+](C)(C)CCCN1C(=O)c2ccccc2C1=O)CCCN1C(=O)c2ccccc2C1=O` = 10
# 12-hLO inh with `Cn1cccc1C(=O)OCc1cc(Cl)cc2c1OCOC2` = -14%

# The results go on:
# Fields – PNC assembly inh	15-hLO-2 inh	IMPase inh	12-hLO inh
Cc1cc(NS(=O)(=O)c2ccc(NC(=O)Cc3cccs3)cc2)no1
 : -23	-5%	2	-4%
Oc1cccc2c(NC(=S)Nc3ccc(SC(F)F)cc3)cccc12
 : 78	.	.	-26%
O=C(CSCc1ccc(Cl)cc1Cl)Nc1nccs1
 : -17	.	.	-3%
Cc1nn(-c2ccccc2Cl)c(Cl)c1/C=C(\C#N)C(N)=O
 : -25	.	.	-1%
CCOc1ccc(NC(=S)Nc2cccc3cnccc23)cc1
 : 84	.	3	-9%
CCCCn1c(SCC(=O)NCc2ccco2)nnc1-c1ccoc1C
 : 36	-4%	4	-6%
N#C/C(=C\c1c[nH]c2ccccc12)C(=O)Nc1ncc(Cc2ccc(Cl)cc2Cl)s1
 : -30	.	5	5%
COc1ccc(CCNC(=O)c2cccnc2)cc1OC
 : 21	-2%	0	-4%
COC(=O)CSc1nnc(SCc2ccccc2)s1
 : -27	4%	-4	-1%
COn1c(-c2ccccc2)nc2c1CCc1c-2no[n+]1[O-]
 : 50	-4%	0	-8%
COc1ccc(NC(=O)CS(=O)CC(=O)Nc2ccc(OC)c(OC)c2)cc1 (stereo unspecified)
 : 6	-3%	1	-2%
CCCCCCOc1ccc(OC(=O)c2ccncc2)cc1
 : 141	.	?	-2%
O=C(NCc1cccs1)c1cc(-c2cccc(Cl)c2)on1
 : -124*	4%	2	-5%
COCCCNC(=O)NC(=O)c1ccccc1
 : -18	.	.	-2%
O=C(O)CCCC(=O)N1N=C(c2ccccc2)CC1c1ccc2nccnc2c1 (stereo unspecified)
 : 27	.	2	0%
CCOC(=O)C1=C(C)Nc2ncnn2C1c1cc(OC)ccc1OC (stereo unspecified)
 : 19	4%	6	3%
O=C(Nc1nnc(-c2ccccc2Cl)o1)c1ccco1
 : 19	4%[2.29 µM]	3	?
Nc1c(NCc2ccccc2)c(=O)[nH]c(=O)n1Cc1ccccc1
 : 44	1%	-2	-1%
COc1ccc(CNC(=O)C(=O)NCC2CCCO2)cc1 (stereo unspecified)
 : 25	-5%	?	1%
CSc1ccc(/C=C(\C#N)C(=O)NC2CCCCC2C)cc1 (stereo unspecified)
 : ?	.	.	0%

# Grouped by structure: those above containing a nitro group on carbon
# Fields – PNC assembly inh	15-hLO-2 inh	IMPase inh	12-hLO inh
Cc1nn(-c2ccccc2)c2c1C(c1cccc([N+](=O)[O-])c1)N(c1ccccc1)C(=O)N2 (stereo unspecified)
 : -22	.	.	-3%
O=C(c1cc(O)c(O)c([N+](=O)[O-])c1)c1ccccc1F
 : .	-27%	-5	-30%

# Continuation.
# Fields – PNC assembly inh	15-hLO-2 inh	IMPase inh	12-hLO inh
CCOC(=O)N1CCN(CC(=O)c2c(C)[nH]c3ccccc23)CC1
 : -19	-5%	6	3%
COc1ccc(C)cc1N(CC(=O)Nc1cccc(N(C)S(C)(=O)=O)c1)S(C)(=O)=O
 : ?	-2%	1	2%
CCOc1cc(/C=N/NS(=O)(=O)c2ccccc2)ccc1OS(=O)(=O)c1ccc(C)cc1
 : -14	-4%	6	-4%
O=c1c2ccccc2nnn1CSc1nnc(-c2cccnc2)n1-c1ccccc1F
 : 5	-1%	3	-1%
Cc1ccc(S(=O)(=O)N2CCCCC2)cc1NC(=O)c1ccc2ccccc2n1
 : -29	.	.	-2%
COc1ccc(C(=O)N2CCN(C3CCC(c4ccccc4)CC3)CC2)cc1OC (stereo unspecified)
 : -20	6%	9	0%
Cn1cccc1C(=O)N1CCC2(CCCN(Cc3ccccc3)C2)CC1
 : .	-4%	.	-1%
CN1CCC(NC(=O)Cc2c(F)cccc2Cl)CC1
 : 25	.	.	-1%
Cc1ccc(C(N)=S)c(C)c1
 : 39	-11%	-2	1%
O=c1cc(COn2nnc3ccc(C(F)(F)F)cc32)nc2sccn12
 : -10	.	?	3%
O=C1C2CCCN2C(c2ccc(F)cc2)N1c1cccc(Cl)c1 (stereo unspecified)
 : 27	5%	-4	2%
CCN1CCN(C2=C(Cl)C(=O)N(Cc3ccccc3)C2=O)CC1
 : ?	.	21	7%
Cc1nc(CCNC(=O)COc2ccccc2)cs1
 : -18	-4%	9	0%
CCCCNc1nc(CC(C)=O)ns1
 : 19	7%	-1	-2%

# Screens deposited in PubChem by National Center for Advancing Translational Sciences (NCATS).
